# Compound activity from PubChem BioAssay.
# RGS7-Gao reg – modulates binding of RGS7 to human Galphao. 220,000 compounds, 0.35% hits. AID 1439. binding response (% of control), % at 10 µM. Multiplexed bead flow cytometry; actives lie on both sides. P09471; in the data active = binding response below about 49% or above about 150%; inconclusive = no clear call, values can overlap the other calls; inactive = in between;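 also: fluorescent Galphao held in activated GDP-AlF4 state binding bead-coupled RGS7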
# Target sequence (P09471 whole entry, looked up): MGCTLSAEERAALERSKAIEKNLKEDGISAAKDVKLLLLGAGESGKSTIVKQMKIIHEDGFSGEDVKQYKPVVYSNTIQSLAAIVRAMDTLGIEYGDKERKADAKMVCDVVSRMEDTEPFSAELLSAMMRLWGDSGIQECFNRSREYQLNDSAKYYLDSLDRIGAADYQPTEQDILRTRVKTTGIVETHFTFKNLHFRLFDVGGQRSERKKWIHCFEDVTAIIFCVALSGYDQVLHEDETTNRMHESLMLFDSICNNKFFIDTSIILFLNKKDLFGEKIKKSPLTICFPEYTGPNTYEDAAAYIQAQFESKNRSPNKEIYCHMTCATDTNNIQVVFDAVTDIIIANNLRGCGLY
# ABCG2 inh – human ABCG2 inhibition, ABCB1 as counter-screen; 190,000 compounds, 0.1% hits; IgMXP3 cells, JC-1 efflux, flow cytometry; Q9UNQ0; inhibition, % at 6.6 µM; AID 1325;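 active = inhibition above 80%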;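 also: 0% = DMSO and 100% = nicardipine control wells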
#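 Times: 10 min at 25 °C | Test system: Two drug-resistant human cell lines, ABCG2 and ABCB1 | Quantity: 3 million cells/mL final, two lines in 1:1 ratio | Signal: Flow cytometry, 530 nm JC-1 signal | Dosing: Compound at 6.6 µM | Controls: Nicardipine and DMSO wells | Reagent: JC-1 as fluorescent efflux pump substrate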
# Bim-Bcl-2 – disrupts Bim peptide binding to human Bcl-2; P10415; Bead-based flow cytometry, Bim peptide-Bcl-2 binding; inhibition, % at 10 µM; 190,000 compounds, 0.06% hits; in the data active = inhibition above about 40%; inconclusive = no clear call, values can overlap the other calls;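 also: 0% = no compound wells with probe peptide and 100% = reference peptide inhibitor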
# Target sequence (P10415 whole entry, looked up): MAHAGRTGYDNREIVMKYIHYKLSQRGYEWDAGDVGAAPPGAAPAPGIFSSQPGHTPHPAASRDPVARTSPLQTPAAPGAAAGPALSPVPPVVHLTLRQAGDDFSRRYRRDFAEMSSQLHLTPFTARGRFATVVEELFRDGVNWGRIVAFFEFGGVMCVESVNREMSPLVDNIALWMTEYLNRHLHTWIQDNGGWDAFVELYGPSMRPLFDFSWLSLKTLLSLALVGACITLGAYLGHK
# GSH bead fluor – compound fluoresces at 488/530 nm on GSH beads | 190,000 compounds, 0.25% hits | GSH beads flow cytometry, compound fluorescence 488/530 nm; hits give high values | fluorescence (KMESF) at 10 µM; in the data active = fluorescence above about 89;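 also: glutathione beads carrying GST-tagged Bcl family fusion proteins plus one bare bead set; values are compound well signal with DMSO vehicle wells as background; inactives centre near 16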
# ABCB1 inh – blocks JC-1 efflux by human ABCB1 transporter | 190,000 compounds, 0.067% hits | inhibition, % at 6.6 µM | CCRF-Adr cells, flow cytometry | P08183 | AID 1326; in the data active = inhibition above about 40%;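 also: 0% = vehicle and 100% = reference inhibitor; higher value means more JC-1 retained so stronger ABCB1 efflux block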
# Bim-Bcl-XL – disrupts Bim peptide binding to human Bcl-XL. Q07817. bead flow cytometry, fluorescence. inhibition, % at 10 µM. 190,000 compounds, 0.04% hits. AID 1007
# Target sequence (Q07817 whole entry, looked up): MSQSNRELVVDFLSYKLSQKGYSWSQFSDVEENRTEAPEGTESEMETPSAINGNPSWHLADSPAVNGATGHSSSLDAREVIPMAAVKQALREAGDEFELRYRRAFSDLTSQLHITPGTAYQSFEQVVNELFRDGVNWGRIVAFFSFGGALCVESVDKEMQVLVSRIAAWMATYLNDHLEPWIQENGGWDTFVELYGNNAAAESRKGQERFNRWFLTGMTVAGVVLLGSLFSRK
# Bfl-1 Bim block – human Bim-Bfl-1 interaction inhibition; Q16548; Bead-based flow cytometry, Bim-Bfl-1 binding inhibition; inhibition, % at 10 µM; 190,000 compounds, 0.12% hits; AID 1008;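 also: 0% = wells without compound plus tracer and 100% = blocker peptide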
# Bcl-B Bim block – human Bim-Bcl-B interaction inhibition. bead-based flow cytometry, Bim peptide-Bcl-B binding. inhibition, % at 10 µM. 190,000 compounds, 0.073% hits. AID 951;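 also: 0% = tracer peptide without compound and 100% = reference inhibitor peptide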
# Bcl-W Bim block – inhibitors of Bim-Bcl-W interaction, human; Q92843; bead-based flow cytometry, Bim peptide-Bcl-W binding; inhibition, % at 10 µM; 190,000 compounds, 0.02% hits; AID 952;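 also: 0% = bound tracer without compound and 100% = peptide blocker; higher means less fluorescent Bim peptide bound to Bcl-W beads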
# Target sequence (Q92843 whole entry, looked up): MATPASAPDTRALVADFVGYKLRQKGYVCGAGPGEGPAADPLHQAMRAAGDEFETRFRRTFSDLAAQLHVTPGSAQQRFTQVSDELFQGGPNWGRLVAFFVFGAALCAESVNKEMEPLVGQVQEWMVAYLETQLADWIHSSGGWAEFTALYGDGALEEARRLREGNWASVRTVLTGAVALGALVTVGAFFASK
# RGS4-Gao reg – human RGS4-Galphao interaction regulation | P09471 | Multiplexed bead flow cytometry, RGS4-Galphao binding; actives lie on both sides | binding response (% of control), % at 10 µM | 220,000 compounds, 0.33% hits | AID 1415; in the data active = binding response below about 49% or above about 150%; inactive = in between;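 also: fluorescent Galphao activated with aluminum fluoride binding bead-coupled RGS4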
# Avidin fluor – avidin bead compound fluorescence profile; Avidin beads, compound fluorescence 488/530 nm, flow cytometry; hits give high values; fluorescence (KMESF) at 10 µM; 220,000 compounds, 0.38% hits; in the data active = fluorescence above about 47; also: inactives centre near 10
# * marks the source's active call; other numbers are inactive results; ? = inconclusive; & = joins results of further samples. Rule as the data show it, unless noted: active = inhibition above about 40%.
SMILES,RGS7-Gao reg,ABCG2 inh,Bim-Bcl-2,GSH bead fluor,ABCB1 inh,Bim-Bcl-XL,Bfl-1 Bim block,Bcl-B Bim block,Bcl-W Bim block,RGS4-Gao reg,Avidin fluor
C=CCOc1cccc(CNc2ccc3[nH]c(=O)[nH]c3c2)c1,95,1,0,22,0.8,3,2,-2,3,97,9
C[N+]1(CCNC(=O)/C=N/O)CCCCC1,104,2,1,24,0.7,0,0,-16,3,100,13
N#Cc1cc2c([nH]c1=S)CCCCCC2,117,-2,-6,39,-0.5,-18,-2,-1,-3,111,9
C=CCC1(C#N)C(=S)NC2=C(C(=O)CC(C)(C)C2)C1c1ccc(Br)cc1 (stereo unspecified),95,-4,1,10,-0.4,-4,0,-1,0,98,5
CC(C)Cn1c2nc3ccccc3nc2c2c(=O)n(CCN3CCOCC3)cnc21,96,16,-2,52,2.9,-1,-6,-1,0,95,9
O=C(CC1C(=O)NCCN1C(=O)Nc1ccccc1)Nc1cccc(Cl)c1 (stereo unspecified),95,1,-1,13,0.4,-4,-6,-4,-3,101,10
Cc1ccc(-c2nnn(CC(=O)Nc3ccccc3N3CCOCC3)n2)cc1,103,6,-7,16,1.6,3,-2,-2,0,108,15
COC(=O)c1[nH]c2ccc(F)cc2c1NS(=O)(=O)c1ccc(OC)cc1,100,24,0,23,0.0,-4,2,0,0,102,8
CCOC(=O)C(NC(=O)Nc1ccccc1)(OCC)C(F)(F)F (stereo unspecified),97,0,-2,5,0.1,-5,-6,-5,4,101,7
CC(NC(=O)COC(=O)c1cn(-c2ccccc2)nc1-c1cccs1)c1ccccc1 (stereo unspecified),98,0,1,6,0.1,3,1,0,2,93,4
Cc1nc2sc(C(c3cccc(F)c3)N3CCC(O)CC3)c(O)n2n1 (stereo unspecified),101,13,-17,27,1.4,-13,-20,-11,-8,102,11
O=C(O)CS(=O)(=O)c1ccc(C(F)(F)F)cn1,104,-1,-3,15,0.0,0,-4,-3,-1,107,11
O=C(Nc1ccccc1)N1CCc2ccccc2C1,100,1,2,20,0.2,-1,2,0,1,101,6
CN(C(=O)c1cccc(N2C(=O)C3CC=CCC3C2=O)c1)C1CCCCC1 (stereo unspecified),101,2,-4,22,1.1,-2,-1,-3,-5,101,18
COC(=O)CSc1nc2ccccc2nc1SCC(=O)OC,103,7,-20,11,1.6,4,2,-20,12,99,22
COc1ccc(NC(=O)C23CCC(C)(C(=O)O2)C3(C)C)cc1 (stereo unspecified),98,1,-5,23,0.9,0,-12,-2,1,98,29
COc1ccc(OCC(=O)Nc2ccc(N3CCN(C(=O)c4ccco4)CC3)cc2)cc1,98,5,-3,28,1.1,-1,-7,0,1,102,8
CC1CCN(C(=O)c2cc3ccccc3o2)CC1,97,3,-9,54,0.7,-20,-13,-6,3,96,8
COCCn1c(C)cc(C(=O)COC(=O)c2n[nH]c3ccccc23)c1C,100,5,-3,17,0.9,-1,-2,-2,-2,97,42
CC(=O)OCN(C#N)c1nc(N(C)C)nc(N(C)C)n1,104,0,4,51,0.2,4,4,4,4,97,2
COc1ccc(OC)c(C(O)c2coc3ccc(O)c(CN4CCOCC4)c23)c1 (stereo unspecified),106,0,0,25,0.2,0,-1,2,0,104,35
CCn1c(SC(=O)NC2CCCCC2)nnc1-c1cccs1,103,1,-7,27,0.4,-3,-7,-7,-2,95,19
COCc1ccc(CN2CCCC(CO)(Cc3cccc(Cl)c3)C2)o1 (stereo unspecified),110,1,-6,13,0.6,-5,-10,-3,-3,107,11
CCOc1ccc(NC(=S)N2CCC(C(N)=O)CC2)cc1,103,0,-4,12,2.5,-7,-2,-5,-5,102,14
CN(C)c1ccc(/C=N\NC(=O)c2ccc(Cn3cc(Cl)cn3)cc2)cc1,101,4,4,22,0.0,-2,3,-6,0,102,4

# Arranged by SMILES length (descending): 4 of the compounds above
SMILES,RGS7-Gao reg,ABCG2 inh,Bim-Bcl-2,GSH bead fluor,ABCB1 inh,Bim-Bcl-XL,Bfl-1 Bim block,Bcl-B Bim block,Bcl-W Bim block,RGS4-Gao reg,Avidin fluor
COc1ccc(OC)c(C(O)c2coc3ccc(O)c(CN4CCOCC4)c23)c1 (stereo unspecified),106,0,0,25,0.2,0,-1,2,0,104,35
Cc1ccc(-c2nnn(CC(=O)Nc3ccccc3N3CCOCC3)n2)cc1,103,6,-7,16,1.6,3,-2,-2,0,108,15
Cc1nc2sc(C(c3cccc(F)c3)N3CCC(O)CC3)c(O)n2n1 (stereo unspecified),101,13,-17,27,1.4,-13,-20,-11,-8,102,11
CCn1c(SC(=O)NC2CCCCC2)nnc1-c1cccs1,103,1,-7,27,0.4,-3,-7,-7,-2,95,19

# The list goes on:
SMILES,RGS7-Gao reg,ABCG2 inh,Bim-Bcl-2,GSH bead fluor,ABCB1 inh,Bim-Bcl-XL,Bfl-1 Bim block,Bcl-B Bim block,Bcl-W Bim block,RGS4-Gao reg,Avidin fluor
Cc1ccc(CN2CCNC(=O)C2CC(=O)NC2CCCCCC2)o1 (stereo unspecified),112,-1,-3,9,1.2,-2,-2,-3,-3,104,8
COc1ccc(/C=N/NC(=O)c2ccc(CN3C(=O)c4cccc5cccc3c45)cc2)cc1O,108,7,3,13,-0.5,5,9,2,0,104,8
O=C(CSc1nc(-c2ccco2)cc(C(F)(F)F)n1)NCC1CCCO1 (stereo unspecified),101,6,-5,24,0.8,-7,-12,-6,-2,100,7
Cn1c(=O)c2c(ncn2CC(N)=O)n(C)c1=O,104,40,-8,28,-1.3,-6,-15,-8,-1,103,26
Cc1nc2cc(NC(=O)Nc3ccccc3Cl)ccc2n1C,104,-1,1,11,-0.5,-1,-1,0,2,102,8
COc1ccc(OCCSc2nc(-c3ccccc3)cc(=O)[nH]2)cc1,102,2,0,10,0.1,0,-3,-2,-3,103,9
O=C(NCCO)c1cc2ccccc2cc1O,?,37,-9,13,0.1,-3,-7,-7,-1,101&102,4&6
CCCN1C(=O)/C(=C/c2ccc(N3CCOCC3)cc2)NC1=S,97,-1,5,21,-0.3,2,6,-37,8,95,6
COc1ccc(CCNC(=O)c2nnn(CC(=O)Nc3ccccc3)c2N)cc1OC,99,3,-3,19,0.2,-3,-2,-4,-3,101,9
Cc1ccc(C(=O)Nc2ncc(Cc3ccccc3)s2)o1,103,36,-9,32,0.1,-13,-15,-12,-7,104,12
CCOc1ccc(-n2c(-c3ccc(Cl)cc3)c[n+]3c2SCC3)cc1,?,6,-3,12,1.5,-2,-4,-1,-1,99,11
COC(=O)Cn1c(=NC(=O)c2nc3ccccc3s2)sc2cc(S(C)(=O)=O)ccc21,110,-2,-2,11,-0.4,-12,-1,-17,-9,111,3
COc1ccc(CNC(=O)C(c2ccncc2)N(C(=O)Cc2cccs2)c2ccc(C)cc2)cc1 (stereo unspecified),97,-6,0,30,-4.7,-1,2,0,-5,90,1
CCOC(=O)c1c(Cl)c(C)nn1-c1nc(OC)cc(OC)n1,101,12,-3,9,1.0,-4,-2,-4,-5,100,4
O=C1Nc2ccc(S(=O)(=O)NCC3CCCO3)c3cccc1c23 (stereo unspecified),94,1,-2,13,0.3,-2,-6,0,0,96,9
COc1ccc(C(=O)c2ccc(CC#N)s2)cc1,100,8,-9,46,0.4,6,-12,-10,1,102,7
CCC(C)[C@H](NC(=O)N1CCCC1)C(=O)OC (stereo partly specified),98,2,-5,33,1.1,-9,-12,-6,-1,97,13
COc1ccccc1N1CCN(CCCCCCOc2ccc(F)cc2)CC1,103,3,-4,25,3.4,-3,-1,-5,-7,104,5
O=C(c1ccco1)N1CCN(C(=O)C2CCCN(S(=O)(=O)Cc3ccccc3)C2)CC1 (stereo unspecified),96,14,-9,18,1.5,-8,-18,-6,-5,102,35
CC1(C)CC(=O)C(C=NCCc2ccc(O)cc2)=C(O)C1,103,2,-12,32,0.5,-5,-16,-8,0,102,10
Cc1cccc(-n2cc(CN3CCN(c4ccccn4)CC3)c(-c3cccc(F)c3)n2)c1,107,5,-4,16,1.1,-2,-4,-11,0,107,2
COc1nc(N)c(S(=O)(=O)c2ccccc2C)cc1C#N,103,1,0,67,0.8,-2,-1,0,0,103,4
COc1ccc(NC(=O)Cn2nnc(C(=O)NCc3ccco3)c2N)c(OC)c1,99,11,0,27,0.5,-8,6,-5,-3,98,35
O=C(CSc1ccc(-c2cccs2)nn1)c1cccs1,101,4,4,26,0.8,0,0,-7,1,98,26
CCOc1ccc(S(=O)(=O)N/N=C(\C)c2ccc(Cl)c(Cl)c2Cl)cc1,104,0,-7,18,0.0,-10,-16,-8,-9,102,7

# Next section
SMILES,RGS7-Gao reg,ABCG2 inh,Bim-Bcl-2,GSH bead fluor,ABCB1 inh,Bim-Bcl-XL,Bfl-1 Bim block,Bcl-B Bim block,Bcl-W Bim block,RGS4-Gao reg,Avidin fluor
O=C(NCC1c2ccccc2CCN1C(=O)CN1C(=O)c2ccccc2C1=O)C1CCCCC1 (stereo unspecified),101,3,0,7,3.3,-1,-5,-2,6,98,14
O=C(CSc1nnc(-c2ccco2)n1Cc1ccco1)Nc1ccccc1,100,32,-8,35,0.8,-8,-17,-7,0,101,13
Cc1ccc(Sc2ncccc2C(=O)O)cc1C,105,1,-2,6,0.8,-7,-1,-7,-3,105,12
Cc1ccc2c(CC(=O)NCc3ccco3)coc2c1C,103,2,-11,17,0.2,-7,-9,-5,0,100,12
COc1ccc(NC(=O)c2ccc(CNc3c(NC4CCCCC4)c(=O)c3=O)cc2)cc1OC,100,0,-1,20,-0.1,0,-4,0,2,100,8
CCOC(=O)N1CCN(C(=O)Nc2ccc(Cl)cc2)CC1,101,4,-6,14,0.4,-2,-9,-6,0,101,12
COCCN1C(=O)/C(=C/c2ccc(OCc3ccc(C(=O)O)cc3)c(OC)c2)SC1=Nc1ccccc1,101,1,-4,9,0.5,-4,-2,2,4,101,6
Cc1cc(C)n(-c2nc(Nc3ccccc3)nc(-n3nc(C)cc3C)n2)n1,97,2,1,20,0.6,0,-1,2,3,98,11
CCC(C)(C)NC(=O)C(c1cccs1)N(C(=O)c1ccn[nH]1)c1ccccc1 (stereo unspecified),104,0,-6,19,0.2,-5,-13,-14,-6,98,5
Cc1ccc(C(=O)O)cc1NC(=O)C1CCCN1S(=O)(=O)c1cccc2nsnc12 (stereo unspecified),94,1,-1,14,0.1,-3,-9,-6,-2,97,7
Cc1cc(N2CCOCC2)nc(N2CCOCC2)n1,?,3,-4,23,0.4,0,-7,-6,-1,102&93,11&5
CCCCCNc1nc2ccccc2nc1NS(=O)(=O)c1cccs1,103,3,-8,58,0.7,0,-10,-5,1,104,7
O=C(CN1CCCCC1)Nc1cccc2c1OCO2,106,0,-7,41,-0.1,7,-12,-7,1,106,5
O=C(CCN1CCN(Cc2ccccc2)CC1)Nc1ccc(OCc2ccccc2)cc1,103,9,-2,44,2.6,2,-2,-4,-1,96,4
COc1ccc(CCc2nnc(CCC(=O)N(C)Cc3ccncc3C)o2)cc1,99,0,-1,13,0.1,0,-5,-5,0,100,10
COCCN(CCOC)Cc1cc(=O)oc2cc3c(cc12)CCC3,104,-4,-2,32,-3.4,-17,-10,-7,-4,106,5
COc1ccc(-c2cc(C#N)nc(Oc3ccc(Cl)cc3)n2)cc1,102,84*,-7,11,-0.1,-4,-6,-8,-2,101,23
COc1cc(C(=O)NCCOc2ccccc2C)c(Br)c(OC)c1OC,98,6,-1,9,0.8,-5,0,-1,-6,100,16
